Compound activity (PubChem BioAssay)
AMA1 RON2 block: inhibitors of Plasmodium falciparum AMA1-RON2 interaction; Potency, µM (top dose mostly 58.2 µM), without a hit: at the highest dose activity change, negative = inhibition, actives largely listed as inhibitors; AlphaScreen AMA1-biotinylated RON2 peptide binding; actives 0.2% (n = 360,000);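 note: potency is the fitted concentration of half-maximal effect; 0% = vehicle wells and -100% = peptide control; nearly all actives have a fitted effect of over 45% in size; some results filed as inactive show a strong effect at the top dose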
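AMA1 (3D7) with his tag at 25 nM final met compounds first, then biotinylated RON2 peptide at 25 nM; detection used donor plus acceptor beads, 10 µg/mL apiece, read by AlphaScreen after 30 min at room temperature.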
LmPK inh: blocks Leishmania mexicana pyruvate kinase activity; Q27686; purified LmPK, Kinase-Glo ATP luminescence, 1 h; Potency, µM (top dose mostly 57.5 µM), without a hit: at the highest dose activity change, negative = inhibition, usual class: inhibitors; actives 0.37% (n = 290,000); AID 1721; note: potency is the fitted concentration of half-maximal effect
Target sequence (Q27686 whole entry, looked up): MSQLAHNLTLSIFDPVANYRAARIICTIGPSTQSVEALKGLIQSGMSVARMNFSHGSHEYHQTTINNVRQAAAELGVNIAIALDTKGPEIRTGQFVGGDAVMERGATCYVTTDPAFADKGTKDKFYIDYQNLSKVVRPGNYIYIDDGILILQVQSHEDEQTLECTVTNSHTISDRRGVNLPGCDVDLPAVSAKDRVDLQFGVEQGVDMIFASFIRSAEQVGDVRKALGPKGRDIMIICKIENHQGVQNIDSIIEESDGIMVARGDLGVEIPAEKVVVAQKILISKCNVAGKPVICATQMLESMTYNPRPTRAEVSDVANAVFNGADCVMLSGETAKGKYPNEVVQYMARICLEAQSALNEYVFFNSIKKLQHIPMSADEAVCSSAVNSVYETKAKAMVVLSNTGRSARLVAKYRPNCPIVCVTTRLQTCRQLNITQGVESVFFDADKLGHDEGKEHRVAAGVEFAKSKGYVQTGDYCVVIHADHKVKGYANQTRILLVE
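In 50 mM imidazole pH 7.2 with 7 mM MgCl2, LmPK (0.1 nM) turned over PEP (0.5 mM) and ADP (0.1 mM) for 1 h at room temperature. Luciferase read-out of ATP.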
AmpC detergent: blocks E. coli AmpC beta-lactamase in detergent assay; AmpC hydrolysis of nitrocefin, absorbance 480 nm, 0.01% Triton; Potency, µM (titrated, usually from 114 µM), without a hit: at the top dose activity change, negative = inhibition, usual class: inhibitors; actives 0.041% (n = 370,000); P00811;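 note: potency is the fitted concentration of half-maximal effect; 0% = no-compound wells and -100% = no-enzyme wells; nearly all actives have a fitted effect of over 25% in size; some results filed as inactive show a strong effect at the top dose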
Target sequence (P00811 whole entry, looked up): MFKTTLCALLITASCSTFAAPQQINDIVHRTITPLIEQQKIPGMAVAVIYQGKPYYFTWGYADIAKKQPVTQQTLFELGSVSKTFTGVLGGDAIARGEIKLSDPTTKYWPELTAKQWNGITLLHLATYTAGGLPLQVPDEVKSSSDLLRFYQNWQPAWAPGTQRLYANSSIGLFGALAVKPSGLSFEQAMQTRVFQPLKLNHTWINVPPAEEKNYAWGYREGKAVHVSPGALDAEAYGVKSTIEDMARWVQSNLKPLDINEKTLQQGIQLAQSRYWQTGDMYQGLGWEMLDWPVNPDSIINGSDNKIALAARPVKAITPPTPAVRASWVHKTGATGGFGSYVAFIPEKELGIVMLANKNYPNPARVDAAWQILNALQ
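20 mM phosphate pH 7.0 + 0.01% (detergent screen) or 0.0001% Triton X-100; 5.3 nM AmpC reagent; cpd preinc 15 min RT; nitrocefin (800 uM stock) to start; A480 q20 s × 4 min; Activity was normalised to no-enzyme and no-compound control wells.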
AmpC inh no detg: blocks E. coli AmpC beta-lactamase in detergent-free assay; Potency, µM (top dose mostly 57.1 µM), for the others: at the highest dose activity change, negative = inhibition, actives largely listed as inhibitors; actives 0.52% (n = 330,000); AmpC nitrocefin hydrolysis, absorbance 480 nm, 0.0001% Triton; P00811;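 note: potency is the fitted concentration of half-maximal effect; plate controls were no compound for no effect and no enzyme for full effect; nearly all actives have a fitted effect of over 20% in size; some results filed as inactive show a strong effect at the top dose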
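AmpC (5.3 nM in the dispensed reagent) in 20 mM phosphate pH 7.0 with 0.01% (detergent screen) or 0.0001% Triton X-100 was preincubated with compounds for 15 min at room temperature. Nitrocefin was then added from an 800 uM solution, and hydrolysis was followed at 480 nm.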
TbPYK inhibitor: blocks Trypanosoma brucei pyruvate kinase; actives 0.12% (n = 410,000); Q57TT1; TbPYK enzyme, Kinase-Glo Plus ATP luminescence, 45 min; AID 624173; Potency, µM (series often up to 76.8 µM), inactives show top-dose activity, negative = inhibition, hits mostly inhibitors; note: potency is the fitted concentration of half-maximal effect; nearly all actives have a fitted effect of over 50% in size
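TbPYK + substrate in 50 mM TEA pH 7.2, 100 mM KCl, 10 mM MgCl2, 0.05% BSA, 0.01% Tween-20; cpd pinned; ADP 130 uM final; 45 min RT; Kinase-Glo Plus 10 min; luminescence endpoint.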
HCMV antiviral: inhibitors of human cytomegalovirus. HFF cells, HCMV-luciferase reporter, 72 h; active compounds read low. activity change, negative = inhibition, % at 57.5 µM. actives 4.5% (n = 410,000). AID 1259415; in the data active = activity change below about -60%; inconclusive = no clear call, values can overlap the other calls; inactive = above about -39%
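HFF cells seeded 16 h at 37C, treated with compounds, infected with luciferase-reporter HCMV at MOI 1 PFU/cell; luciferase read at 72 h post infection, normalized to buffer-only and Salinomycin controls.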
HCV inhibitor: HCV inhibition. Huh7.5.1 HCVcc-Cre infection, luciferase reporter, 44 h. Potency, µM (series often up to 41.8 µM), without a hit: at the highest dose activity change, negative = inhibition, most hits filed as inhibitors. actives 3.4% (n = 340,000); note: potency is the fitted concentration of half-maximal effect
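Luciferase read-out (15 sec integration) after a 15 min room-temperature substrate step quantifies HCVcc-Cre infection. Cells, 1,000 per well, had compound added 4 h post-plating, then virus at ~0.5 moi, and were cultured 44 h.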
* marks the source's active call; other numbers are inactive results; & = joins results of further samples; [ ] = another dose, or the depositor's remark. Unless noted, calls come from the whole dose curve; as a rule, active = well fitted curve in the direction sought with a large enough effect; inconclusive = small, poorly fitted or top-dose-only effect, or another doubt; inactive = no such curve, though single readings can be large; an effect the other way counts as inactive or inconclusive. Unless noted, % is set by controls: 0 for no effect and ±100 for the full control effect.

For O=C1CCCC/C1=C\Nc1ccc(Cl)cn1 the results were AMA1 RON2 block -3%, LmPK inh -10%, AmpC detergent 1%, AmpC inh no detg -15%, TbPYK inhibitor -12%, HCMV antiviral -23 and HCV inhibitor -23%.
For CC(=O)c1ccc(NC(=O)C[n+]2ccc(N(C)C)cc2)cc1 the results were AMA1 RON2 block -5%, LmPK inh -13%, AmpC detergent -12%, AmpC inh no detg -10%, TbPYK inhibitor 1%, HCMV antiviral -26 and HCV inhibitor -9%.
Screening Cc1cccc(-c2noc(C3CC(=O)N(c4ccc5c(c4)OCCO5)C3)n2)c1 (stereo not drawn) returned AmpC detergent 22%, TbPYK inhibitor -3% and HCMV antiviral -6.
Cn1nccc1C(=O)NCc1ccc2c(c1)CCN2C(=O)c1ccc(Cl)cc1 was read as AmpC detergent 0%, TbPYK inhibitor 4% and HCMV antiviral -15.
Screening Cc1ccc(S(=O)(=O)N2C(=O)CCC2C(=O)O/N=C(\N)c2cccc([N+](=O)[O-])c2)cc1 (stereo not drawn) returned AMA1 RON2 block -5%, LmPK inh -2%, AmpC detergent -5%, AmpC inh no detg 8%, TbPYK inhibitor 6%, HCMV antiviral 15 and HCV inhibitor 12%.
Screening Cc1cccc(N2CCN(C(=O)Cn3ncc4c3-c3cc(C)ccc3OC4)CC2C)c1 (stereo not drawn) returned AmpC detergent 1%, TbPYK inhibitor -4% and HCMV antiviral -19.
O=C(O)C(CCc1ccccc1)N1C(=O)c2ccccc2C1=O (stereo not drawn) was read as AMA1 RON2 block 12%, TbPYK inhibitor 2%, HCMV antiviral -1 and HCV inhibitor inconclusive.
`Cc1cccc(C(=O)OCc2cc(=O)n3nc(C4CCCCC4)sc3n2)c1` gave AmpC detergent 12%, TbPYK inhibitor 0% and HCMV antiviral 15.
COCCNC(=O)/C(C#N)=C/c1cccc(/C=C(\C#N)C(=O)NCCOC)c1 was read as AMA1 RON2 block 11%, LmPK inh -1%, AmpC detergent -4%, AmpC inh no detg -51%, TbPYK inhibitor -2%, HCMV antiviral -68* and HCV inhibitor 10µM*.
For C=CCNC(=S)NNC(=O)COc1c(Cl)cc(Cl)cc1Cl the results were AMA1 RON2 block 46%[activator], LmPK inh 8%, AmpC detergent -6%, AmpC inh no detg -28%, TbPYK inhibitor inconclusive, HCMV antiviral inconclusive and HCV inhibitor 16%.
`CCOC(=O)N1CCN(C(=O)Nc2ccc3nccnc3c2)CC1` gave AMA1 RON2 block 12%, LmPK inh 6%, AmpC detergent 7%, AmpC inh no detg -3%, TbPYK inhibitor -9%, HCMV antiviral 23 and HCV inhibitor 2%.
`Cc1ccc(C(NC(=O)NC(C)c2ccccc2)C(Cl)(Cl)Cl)cc1F` (stereo not drawn) gave AMA1 RON2 block 2%, LmPK inh 8%, AmpC detergent inconclusive, AmpC inh no detg -9%, TbPYK inhibitor 1%, HCMV antiviral -100* and HCV inhibitor 10µM*.
`O=C(O)c1nn(CC(=O)N2CCCCCC2)c(=O)c2ccccc12` gave AMA1 RON2 block 10%, LmPK inh 3%, AmpC detergent -11%, AmpC inh no detg -21%, TbPYK inhibitor -1%, HCMV antiviral -13 and HCV inhibitor -11%.
`O=C(NN1C(=O)NC2(CCCCC2)C1=O)c1ccc(-c2ccc([N+](=O)[O-])cc2)o1` gave AMA1 RON2 block 11%, LmPK inh -1%, AmpC detergent -10%, AmpC inh no detg -40%, TbPYK inhibitor -22%, HCMV antiviral inconclusive and HCV inhibitor -15%.
Screening COc1ccc(-c2nnc(NC(=O)C3CCCO3)s2)cc1 (stereo not drawn) returned AMA1 RON2 block -1%, LmPK inh -11%, AmpC detergent -9%, AmpC inh no detg -20%, TbPYK inhibitor -6%, HCMV antiviral 49 and HCV inhibitor -4%.
CCOC(=O)N(C)c1c(CC)nc2c(OCc3ccccc3OC)cccn12 was read as AMA1 RON2 block 13%, TbPYK inhibitor 3% and HCMV antiviral 0.
For COc1cccc(C2C=C(c3ccc(OC)cc3OC)Nc3nnnn32)c1 (stereo not drawn) the results were AMA1 RON2 block -8%, LmPK inh 2%, AmpC detergent -16%, AmpC inh no detg -17%, TbPYK inhibitor -10% and HCV inhibitor inconclusive.
For O=C(OCc1nnc(-c2ccccc2)o1)c1cccc(-n2cnnn2)c1 the results were AMA1 RON2 block 14%, AmpC detergent 2%, AmpC inh no detg -23%, TbPYK inhibitor 8%, HCMV antiviral -7 and HCV inhibitor -28%.
`O=C(NCCN1CCN(c2cccc(Cl)c2)CC1)c1cccn2c(=O)c3ccccc3nc12` gave AMA1 RON2 block -5%, TbPYK inhibitor 4%, HCMV antiviral 16 and HCV inhibitor 4%.
For O=C(CCNC(=O)c1ccc(Cl)cc1)NCc1ccccc1Cl the results were AMA1 RON2 block 8%, AmpC detergent 3%, AmpC inh no detg -5%, TbPYK inhibitor 3%, HCMV antiviral 0 and HCV inhibitor -12%.
Screening Cc1cc2n(n1)SC(Nc1cccc3ccccc13)N2 (stereo not drawn) returned AMA1 RON2 block 44%[activator], LmPK inh 1%, AmpC detergent 2%, AmpC inh no detg -33%, TbPYK inhibitor -6%, HCMV antiviral -12 and HCV inhibitor 9%.
For CC(=O)Nc1ccc(NC(=O)CSC2=NCCS2)cc1 the results were AMA1 RON2 block 86%[activator], LmPK inh 0%, AmpC detergent -16%, AmpC inh no detg -3%, TbPYK inhibitor 3%, HCMV antiviral -20 and HCV inhibitor 30%.
`CCOC(=O)/C=c1\sc2n(c1=O)CCN=2` gave AMA1 RON2 block 2%, LmPK inh -6%, AmpC detergent inconclusive, AmpC inh no detg 0%, TbPYK inhibitor -4%, HCMV antiviral 17 and HCV inhibitor 22%.
`CC(C)Oc1ccc(C(=O)Nc2ccc(NC(=O)c3ccco3)c(Cl)c2)cc1` gave AMA1 RON2 block -5%, LmPK inh -2%, AmpC detergent -9%, AmpC inh no detg -39%, TbPYK inhibitor 7% and HCV inhibitor inconclusive.

Gathered by group: the entries above with a nitro group on carbon.
Screening Cc1ccc(S(=O)(=O)N2C(=O)CCC2C(=O)O/N=C(\N)c2cccc([N+](=O)[O-])c2)cc1 (stereo not drawn) returned AMA1 RON2 block -5%, LmPK inh -2%, AmpC detergent -5%, AmpC inh no detg 8%, TbPYK inhibitor 6%, HCMV antiviral 15 and HCV inhibitor 12%.
`O=C(NN1C(=O)NC2(CCCCC2)C1=O)c1ccc(-c2ccc([N+](=O)[O-])cc2)o1` gave AMA1 RON2 block 11%, LmPK inh -1%, AmpC detergent -10%, AmpC inh no detg -40%, TbPYK inhibitor -22%, HCMV antiviral inconclusive and HCV inhibitor -15%.

(more compounds)
Screening N#Cc1ccc[n+](CC(=O)c2ccc(NC(=O)c3ccccc3)cc2)c1 returned AMA1 RON2 block 3%, LmPK inh -4%, AmpC detergent 7%, AmpC inh no detg -8%, TbPYK inhibitor -14%, HCMV antiviral 24 and HCV inhibitor -3%.
Screening CCc1cccc(NS(=O)(=O)c2c(C)nc3sc(CC)nn3c2=O)c1 returned AMA1 RON2 block -5%, LmPK inh 0%, AmpC detergent -15%&12%, AmpC inh no detg 28%, TbPYK inhibitor -10%&-4%, HCMV antiviral -27&-16 and HCV inhibitor -11%.
`Clc1ccc(CNc2ncnc3[nH]ncc23)cc1Cl` gave AMA1 RON2 block 34%[activator], TbPYK inhibitor 3%, HCMV antiviral -34 and HCV inhibitor -19%.
`CCCn1c(SCC(=O)OCc2ccccc2)nc2c1c(=O)n(C)c(=O)n2C` gave AMA1 RON2 block 10%, LmPK inh -3%, AmpC detergent -12%, AmpC inh no detg 34%, TbPYK inhibitor -8%, HCMV antiviral 20 and HCV inhibitor 27%.
For CCOC(=O)C1CCN(c2nc(N)c3c(N)nc(SCC(=O)O)cc3c2C#N)CC1 the results were AMA1 RON2 block 29%, LmPK inh 0%, AmpC detergent -1%, AmpC inh no detg -29%, TbPYK inhibitor -21%, HCMV antiviral -14 and HCV inhibitor -29%.
`O=C(Cn1nnc2c(cnn2-c2ccc(F)cc2)c1=O)c1ccccc1F` gave AMA1 RON2 block -8%, LmPK inh 2%, AmpC detergent 0%, AmpC inh no detg -40%, TbPYK inhibitor 4%, HCMV antiviral 0 and HCV inhibitor 12%.
`CC(=O)C1=C(C)NC2=C(C(=O)CC(C)(C)C2)C1C` (stereo not drawn) gave AMA1 RON2 block 4%, LmPK inh 6%, AmpC detergent -6%, AmpC inh no detg 0%, TbPYK inhibitor 0%, HCMV antiviral 0 and HCV inhibitor 2%.
COc1ccc(S(=O)(=O)N2CCOCC2)cc1NC(=O)c1cccs1 was read as AMA1 RON2 block 19%, AmpC detergent -10%, AmpC inh no detg -1%, TbPYK inhibitor -12%, HCMV antiviral 33 and HCV inhibitor 6%.
`COc1cc(OC)c(C2SCCS2)c(OC)c1` gave AMA1 RON2 block -10%, LmPK inh -1%, AmpC detergent -8%, AmpC inh no detg -27%, TbPYK inhibitor -1%, HCMV antiviral 11 and HCV inhibitor 1%.
Screening Nc1c2c(nc3ccc(Br)cc13)N(C1CCCCC1)CC2 returned LmPK inh -3%, AmpC detergent -15% and AmpC inh no detg -28%.
Screening CCOC(=O)c1cnc2c(OC)cccc2c1NCc1cccnc1 returned AMA1 RON2 block 11%, LmPK inh -1%, AmpC detergent -9%, AmpC inh no detg -12%, TbPYK inhibitor -4%, HCMV antiviral -62* and HCV inhibitor -18%.
`CCCOC(=S)Nc1ccccc1` gave AMA1 RON2 block -1%, LmPK inh 2%, AmpC detergent inconclusive, AmpC inh no detg -32%, TbPYK inhibitor 3%, HCMV antiviral 32 and HCV inhibitor 9%.
Screening Clc1ccc(N2CCN(c3cnc4ccccc4n3)CC2)cc1 returned AMA1 RON2 block 29%, LmPK inh 0%, AmpC detergent -8%, AmpC inh no detg -9%, TbPYK inhibitor 2%, HCMV antiviral -6 and HCV inhibitor -10%.
For Cc1ccc(C2(C)NC(=O)N(CC(=O)N(C)CC(=O)Nc3cccc(F)c3)C2=O)cc1 (stereo not drawn) the results were AMA1 RON2 block 51%[activator], AmpC detergent 1%, AmpC inh no detg 41%, TbPYK inhibitor 2%, HCMV antiviral -6 and HCV inhibitor -7%.
CCc1nn(CCCC(=O)Nc2ccc(C)cc2C)c(=O)c2cc3occc3n12 was read as AMA1 RON2 block -8%, LmPK inh 11%, AmpC detergent 6%, AmpC inh no detg 25%, TbPYK inhibitor -3%, HCMV antiviral -31 and HCV inhibitor inconclusive.
